Source: PubChem BioAssay (several laboratories)
SRC1 inh: inhibits human SRC1 coactivator; inhibition, % at 3.6 µM; 0.12% of 360,000 active; Q15788; HEK293 GAL4-SRC1 luciferase reporter, luminescence;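 active = inhibition above the campaign mean plus 3 SD, with each screening campaign given its own cutoff, cut at about 60% in these data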;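 note: 0% = DMSO treated cells and 100% = gossypol at 36 µM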
NCOA2 inhibitor: human SRC2 (NCOA2) inhibition; inhibition, % at 9 µM; AID 651957; 0.17% of 370,000 active; HEK293 GAL4-SRC2 luciferase reporter, luminescence; Q15596;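 active = inhibition above the mean inhibition of all tested compounds plus 3 SD, set per campaign, cut at about 52% in these data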;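 note: 0% = DMSO treated cells and 100% = cells given Gossypol at 36 µM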
COUP-TFII inh: blocks human COUP-TFII nuclear receptor | HEK293T NGFI-A luciferase reporter, luminescence | P24468 | inhibition, % at 8.6 µM | AID 686940 | 0.7% of 370,000 active;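 active = inhibition above a per-plate cutoff, mean inhibition of test wells between control levels plus 3 SD, cut at about 38% in these data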;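 note: cells cotransfected with COUP-TFII expression vector driving the NGFI-A reporter; 0% = median of COUP-TF2 test wells and 100% = reporter-only cells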
Target sequence (P24468 whole entry, looked up): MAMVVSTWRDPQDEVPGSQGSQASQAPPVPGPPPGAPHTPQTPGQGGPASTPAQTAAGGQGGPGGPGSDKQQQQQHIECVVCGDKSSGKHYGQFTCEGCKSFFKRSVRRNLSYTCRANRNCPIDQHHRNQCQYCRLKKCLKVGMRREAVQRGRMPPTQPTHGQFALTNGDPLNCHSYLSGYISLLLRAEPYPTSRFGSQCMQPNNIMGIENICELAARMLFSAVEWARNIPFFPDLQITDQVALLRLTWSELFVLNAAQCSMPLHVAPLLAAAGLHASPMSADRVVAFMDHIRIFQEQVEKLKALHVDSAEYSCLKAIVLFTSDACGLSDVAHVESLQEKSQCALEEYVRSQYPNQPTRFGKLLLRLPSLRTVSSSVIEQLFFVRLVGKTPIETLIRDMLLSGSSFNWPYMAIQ
NOD2 RIPK2 PPI: NOD2-RIPK2 protein interaction inhibition | 0.38% of 360,000 active | CHO BLA complementation NOD2-RIPK2, CCF4 ratio | AID 624267 | O43353 | inhibition, % at 4.98 µM; in the data active = inhibition above about 21%;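 note: 0% = vehicle only and 100% = reference blocker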
Target sequence (O43353 whole entry, looked up): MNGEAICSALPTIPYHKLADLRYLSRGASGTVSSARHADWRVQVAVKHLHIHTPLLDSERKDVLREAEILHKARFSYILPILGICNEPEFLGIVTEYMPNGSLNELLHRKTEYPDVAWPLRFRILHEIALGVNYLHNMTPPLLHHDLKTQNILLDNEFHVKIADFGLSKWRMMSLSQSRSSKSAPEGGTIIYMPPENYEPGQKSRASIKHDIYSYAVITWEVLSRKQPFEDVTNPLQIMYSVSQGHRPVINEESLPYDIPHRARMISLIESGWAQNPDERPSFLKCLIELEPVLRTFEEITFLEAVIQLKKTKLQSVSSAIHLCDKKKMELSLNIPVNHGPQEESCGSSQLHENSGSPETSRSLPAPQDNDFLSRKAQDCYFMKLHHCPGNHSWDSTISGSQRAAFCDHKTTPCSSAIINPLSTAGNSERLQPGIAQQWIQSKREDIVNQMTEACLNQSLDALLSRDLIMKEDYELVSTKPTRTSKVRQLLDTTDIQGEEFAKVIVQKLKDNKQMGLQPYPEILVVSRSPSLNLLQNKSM
TROY signal inh: TROY signaling inhibition | Q293 LMP1-TROYcd NF-kB luciferase reporter, 4 h | inhibition, % at 10 µM | 0.98% of 360,000 active;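 active = compounds whose plate-normalised and pattern-corrected inhibition of the luciferase reporter signal at the single screening dose is 50% or more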
NCOA3 inh: inhibitors of human steroid receptor coactivator 3 (SRC3); Q9Y6Q9; HEK293 GAL4-SRC3 luciferase reporter, luminescence; inhibition, % at 3.6 µM; 0.17% of 360,000 active; AID 588352;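 active = inhibition above a per-campaign cutoff, the mean of all compounds plus 3 SD, cut at about 60% in these data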;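 note: 0% = DMSO-treated cells and 100% = gossypol-treated cells at 36 µM; higher means less SRC3-driven luciferase light from the GAL4 reporter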
EBV LMP1 NFkB: reduces LMP1-driven NF-kappaB luciferase signal; LMP1-induced NF-kappaB luciferase reporter cells, luminescence; inhibition, % at 12.5 µM; 0.69% of 350,000 active; AID 504558; in the data active = inhibition above about 41%;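 note: 0% = neutral control wells and 100% = reference inhibitor control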
TWEAK Fn14 block: inhibitors of TWEAK-Fn14 interaction signaling | 2% of 360,000 active | TWEAK-stimulated Fn14 reporter cells, luciferase luminescence, 8 h | inhibition, % at 10 µM; in the data active = inhibition above about 50%
TRAIL sens C8: sensitizes caspase-8 expressing cells to TRAIL; NB7+C8 cells + TRAIL, ATPlite viability luminescence; inhibition (viability loss, TRAIL sensitization), % at 10 µM; 1% of 360,000 active; AID 624354;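 active = compounds causing at least 50% loss of cell viability in the single-dose screen, relative to plate controls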
TLR9-MyD88 inh: TLR9-MyD88 interaction inhibition. Q9NR96+Q99836. CHO BLA complementation TLR9-MyD88, CCF4 FRET ratio. inhibition, % at 4.98 µM. 0.21% of 340,000 active. AID 504734;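 active = inhibition above the mean over all tested compounds plus 3 SD, cut at about 21% in these data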;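 note: 0% = DMSO only wells and 100% = clavulanate BLA inhibitor control wells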
NR5A2 inv ag: inverse agonists of human LRH-1 (NR5A2). HEK293T StAR-luciferase reporter, LRH-1 transfected, 24 h. 0.13% of 360,000 active. AID 602396. O00482. inhibition, % at 3.6 µM;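 active = inhibition above the mean inhibition of all tested compounds plus 3 SD, cut at about 73% in these data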;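 note: 0% = DMSO wells and 100% = reporter-only cells lacking LRH-1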
* = called active by the depositor; · = no result given. Some of the compounds tested (hit frequency here may not be typical).

Fields: SRC1 inh	NCOA2 inhibitor	COUP-TFII inh	NOD2 RIPK2 PPI	TROY signal inh	NCOA3 inh	EBV LMP1 NFkB	TWEAK Fn14 block	TRAIL sens C8	TLR9-MyD88 inh	NR5A2 inv ag
CCc1ccc(NC(=O)C(=S)NC2CCCCC2)cc1
 : -63	-55	-57	-10	-9	-65	-37	-21	-7	-3	-12
COc1ccccc1N1CCN(C2CCCN(C(=O)C3=NN(C)C(=O)CC3)C2)CC1 (stereo not drawn)
 : -15	-10	-20	-9	-2	-15	-2	-1	-1	12	-2
O=C(Nc1ccnc(-c2ccncc2)n1)c1ccccc1Cl
 : 3	-8	-14	-1	-6	5	7	-2	-2	4	-3
Cc1ccccc1CN1C(=O)CSCC1(C)C(=O)NCc1ccccc1 (stereo not drawn)
 : ·	11	-16	-17	·	·	·	·	12	·	23
O=C(NCCN1CCOCC1)c1ccc(=O)oc1
 : -6	-2	5	1	-4	17	0	1	12	-11	-3
CCCc1cc(O)c2c(C)cc(=O)oc2c1
 : -6	-2	-5	4	17	14	-6	0	-12	8	-14
COC(=O)[C@@]12CCCCN1[C@H](c1ccc(-c3ccc(Cl)c(Cl)c3)c(OC)c1)[C@@H]1C(=O)N(C)C(=O)[C@@H]12
 : 3	-16	-9	-1	20	-1	-5	26	8	0	-17
Cc1ccc(C(=O)NNC(=S)Nc2cccc3ccccc23)s1
 : -76	-27	-29	-9	-18	-31	-9	-16	7	-3	-56
CN(NC1CC(=O)N(c2ccccc2)C1=O)c1ccccc1 (stereo not drawn)
 : -39	7	-49	2	-36	0	-8	26	1	3	-24
COc1cccc(-n2cnc3sc(C)c(C)c3c2=O)c1
 : -47	-17	-7	-14	-37	-5	-11	-7	-36	-1	-40
O=C(Nc1nnc(C2CCCO2)s1)c1ccc(Br)cc1 (stereo not drawn)
 : -91	-57	-49	2	10	-55	-9	-4	-3	-2	-86
CC(=O)Nc1ccc(NC(=O)C2CCN(S(C)(=O)=O)CC2)cc1
 : -2	-7	18	5	1	2	-4	-4	-6	-14	14
Cc1ccc(S(=O)(=O)c2cc3c(=O)n4ccccc4nc3n(C3CCCC3)c2=N)cc1
 : -5	-11	16	-8	-36	4	8	-28	-6	1	11
Cc1ccc(CNCCNCCO)s1
 : 6	-23	-29	1	13	-4	-8	16	-7	-9	4
COc1ccccc1N(C)S(=O)(=O)c1ccc(C(=O)OCC(=O)c2c[nH]c3ccccc23)cc1
 : 11	-8	1	-10	37	-27	6	51*	3	0	-7
CCC(C)[C@H](NC(=O)N1CCCCC1)C(=O)OC (stereo partly drawn)
 : -2	10	-6	2	-6	6	6	12	16	2	4
Nc1cc2c(cc1Cl)-c1ccccc1C2
 : -44	-27	-29	9	-50	-67	-11	-66	-2	-3	-35
CC(OC(=O)C1=Cc2ccccc2OC1)C(=O)NC1CCCC1 (stereo not drawn)
 : 3	9	-7	5	1	5	9	9	15	4	-1
O=C(N/N=C1\NC(=O)C(CO)(CO)S1)c1ccccc1
 : 3	4	-6	6	-22	9	2	2	-18	-11	5
CCCc1cc(=O)oc2cc(C)cc(O)c12
 : 1	13	-5	1	6	5	-2	10	-7	-4	21
CCOC(=O)C1=C(COC(=O)C2CC(=O)N(c3ccc(CC)cc3)C2)NC(=O)NC1C (stereo not drawn)
 : -4	6	-2	8	2	5	5	-2	-14	0	-20
Cc1ccc(-n2nnnc2SCC(=O)N2CC(=O)Nc3ccccc32)cc1
 : -10	-17	-8	0	-25	3	-6	-3	-10	-10	12
O=C(NC1CCCc2ccccc21)c1n[nH]c(=O)c2ccccc12 (stereo not drawn)
 : 5	-21	21	6	5	19	17	-2	22	9	11
CC1CCCN(CCCNC(=O)C2CC(=O)N(CCc3ccccc3)C2)C1 (stereo not drawn)
 : 5	5	1	-14	-6	-3	-4	-9	-20	-5	14
COc1ccc(NC(=O)c2sccc2OS(=O)(=O)N(C)C)cc1
 : 7	8	15	-2	12	11	-3	1	-3	-10	4
Cc1cccc(NC(=O)C2CCN(S(=O)(=O)c3c(C)noc3C)CC2)c1
 : -8	-24	-1	1	-1	22	-5	3	-1	4	9
CC(C)CCNC(=O)COC(=O)c1cc(Br)c(Br)s1
 : -30	4	3	-3	14	3	-6	-2	-4	9	-10
O=C(c1ccco1)N1CCN(C(=S)Nc2ccccc2C(F)(F)F)CC1
 : -25	8	6	-11	-5	-2	9	2	5	1	10
COc1ccc(/C=C2\SC(=N)N(c3ccc(F)cc3)C2=O)cc1OC
 : -14	2	-4	-6	10	8	13	-23	-8	3	19
CCCCCCCc1c(O)nc(SCC(=O)O)[nH]c1=O
 : -5	-12	-1	-4	15	3	-1	10	-1	2	3
CC(=O)Nc1ccc(NC(=O)COc2ccc([N+](=O)[O-])cc2)cc1
 : -14	12	20	0	-10	5	2	0	4	-3	2
Cc1cccc(N2CCN(C(=O)c3cnn4c(C(F)F)cc(-c5ccccc5)nc34)CC2)c1C
 : 11	-3	3	-10	-6	-2	11	4	6	-6	-14
COc1ccc(-c2nn(CCC(=O)O)cc2/C=C/C(=O)O)cc1[N+](=O)[O-]
 : -6	-6	4	-3	65*	-29	1	-3	-12	1	2
O=C(CO/N=C/c1ccccc1OC(F)F)N1CCc2ccccc21
 : -14	-11	-11	-2	-6	-18	2	-5	1	3	-7
C[C@H]1CN([C@@H](C)CO)C(=O)CCCn2nncc2CO[C@H]1CN(C)C(=O)Nc1cccc(Oc2ccccn2)c1
 : 12	7	-9	-1	-14	3	1	-4	10	-5	20
O=C(NC(=S)N1CCCc2ccccc21)c1ccc(Cl)cc1
 : -43	-18	-13	-7	-31	-37	-26	20	6	-10	-23
NC(=O)C[C@@H]1N[C@]2(C(=O)Nc3ccccc32)[C@@H]2C(=O)N(C3CCCCC3)C(=O)[C@H]12
 : 6	4	-13	-2	22	6	-1	11	3	-9	-2
COc1ccc(N(Cc2nnc3n2CCCCC3)C(=O)Nc2ccccc2)cc1
 : 1	-7	5	-3	-3	12	-3	-19	0	-4	11
CN(C)c1ccc(CN(C(=O)COc2ccc(Br)cc2)C2CCS(=O)(=O)C2)cc1 (stereo not drawn)
 : 9	-23	-9	9	7	19	2	10	-1	1	2
Cc1ccc(N2C(=O)C(CN3CCOCC3)C2c2ccccc2)cc1 (stereo not drawn)
 : -6	9	19	-11	-9	1	-55	6	1	-9	12
O=C(CSc1ccc([N+](=O)[O-])cc1)Nc1nnc(C2CC2)s1
 : 5	-1	-2	-8	6	-1	-6	-13	-8	3	17
CC(C)CN1CCC(=O)N([C@H](COc2ccccc2)c2ccccc2)CC1
 : -3	-7	11	1	-16	-22	-1	4	4	9	-4
Cc1cccc(C(=O)Nc2nccs2)c1[N+](=O)[O-]
 : -16	-13	-4	3	-14	13	4	-1	-1	-1	7
O=C(CN1CCN(C(=O)c2ccc(OCc3cn4ccccc4n3)cc2)CC1)Nc1cccc(F)c1
 : -20	4	13	-9	-2	8	16	8	-1	-10	0
CCCCn1c(/N=C/c2c[nH]c3ccccc23)nc2ccccc21
 : 16	-5	4	-5	-17	8	-2	13	-14	-3	21
CCCOc1ccc(CNC(=O)C2CCN(c3nn4c(=O)cc(C)nc4s3)CC2)cc1
 : -9	-41	-5	-8	-30	10	-8	-3	23	5	7
COc1ccc(NS(=O)(=O)c2ccc(-c3coc(C)n3)cc2)c(OC)c1
 : 7	16	16	-4	13	7	9	-4	7	-16	-7
O=C(NCc1cccnc1)OC1CC2CC1[C@H]1CCCCN1C2=O (stereo partly drawn)
 : ·	1	5	-6	-2	·	·	13	-13	·	0
COC(=O)Cc1csc(Nc2ccccc2)n1
 : -24	-9	-18	-7	-38	-23	-10	-20	12	9	-30
CCCNC(=O)C1CNc2ccccc2O1 (stereo not drawn)
 : -15	0	-10	-4	-5	14	-14	2	9	-3	6
Cc1sc2ncn(-n3c(C)ccc3C)c(=O)c2c1C
 : -12	11	21	-5	·	-8	-1	10	-11	-5	1
COc1cccc(-c2ccc(=O)n(CC(=O)Nc3cc4c(cc3NC(C)=O)OCCO4)n2)c1
 : -1	·	·	-16	11	8	-3	13	1	1	2
COc1ccc(NS(=O)(=O)c2cccc(C(=O)N/N=C(\C)c3ccc(-n4ccnc4)cc3)c2)cc1
 : -6	-22	2	-2	3	9	0	-8	-3	1	-10
CCc1cc(C(=O)c2ccc(Br)cc2)c(NC(=O)CN(CC)CC)s1
 : -11	13	33	-2	19	-11	-3	-13	-15	-6	-6
Nc1c(Cl)ncnc1N1CCN(c2ncnc(Cl)c2N)CC1
 : 19	11	-2	-8	-10	25	-1	27	-8	2	7
COc1ccc(N2CCN(S(=O)(=O)c3ccc(Br)s3)CC2)cc1
 : 8	-3	4	-1	2	17	-1	-13	-2	-6	8
O=C(CSc1nnc(CNC(=O)C23CC4CC(CC(C4)C2)C3)n1-c1ccc(F)cc1)Nc1ccc(F)cc1
 : -16	-22	2	4	12	1	-3	10	-1	4	-3
CSCCC(NC(=O)c1ccco1)C(=O)Nc1ccc(C)c(S(=O)(=O)N2CCOCC2)c1 (stereo not drawn)
 : 2	-4	10	0	6	2	11	-8	-8	0	-5
CCN(CC(=O)Nc1c(F)cccc1F)C(=O)CSc1nnc(-c2ccco2)n1CC
 : -17	-32	13	-9	-5	0	-1	-6	-7	-15	16
Cc1cc(Cl)ccc1OCC(=O)N(Cc1ccco1)C1CCS(=O)(=O)C1 (stereo not drawn)
 : -22	7	33	4	6	18	-8	-4	3	-1	1

(next part)
Fields: SRC1 inh	NCOA2 inhibitor	COUP-TFII inh	NOD2 RIPK2 PPI	TROY signal inh	NCOA3 inh	EBV LMP1 NFkB	TWEAK Fn14 block	TRAIL sens C8	TLR9-MyD88 inh	NR5A2 inv ag
N#CC1=C(N)OC2=C(CC/C2=C\c2ccccc2Cl)C1c1ccccc1Cl (stereo not drawn)
 : 3	-23	-24	11	9	23	8	18	2	32*	0
Cc1c(Cl)cccc1S(=O)(=O)N1CCC(C(=O)NNC(=O)C2CC2)CC1
 : 5	-5	14	-5	18	0	-10	-1	-3	0	7
COc1ccc(CN2CCN(C(=O)c3cccs3)CC2)cc1
 : -10	-1	5	-1	-4	-8	2	-12	4	1	2
CCn1cc([N+](=O)[O-])c(C(=O)N2CCCC2)n1
 : -3	-2	-2	-9	13	1	3	-8	-13	-5	-2
NC(=O)CNc1n[nH]c(=S)[nH]c1=O
 : -3	-3	-4	-1	-7	-9	-8	-7	-3	10	12
Cc1cc(F)c(F)c(C(=O)N2CCC(C)CC2)c1Cl
 : 12	-22	-11	-3	4	13	3	-8	-2	7	-20
O=C(CN1CCN(c2ccccc2O)CC1)Nc1ccc(S(=O)(=O)N2CCCCCC2)cc1
 : -5	6	15	5	-20	15	13	3	14	3	10
Cc1ccc(S(=O)(=O)C2(C(=O)NC3CCCCC3)CC2)cc1
 : 18	4	4	0	-7	-27	2	2	-14	-10	-23
COc1cc(/C=N/Nc2nc(C)nc3c2cnn3-c2ccccc2)ccc1O
 : 1	-1	-29	-6	44	2	-16	64*	-31	-1	-5
